Screening results (PubChem)
Integrin act MD: qHTS for Activators of Integrin-Mediated Alleviation for Muscular Dystrophy; 350,000 compounds, 0.064% hits; alpha7betagal myoblasts, beta-gal FDG fluorescence, 48 h; Potency, µM (series often up to 38.3 µM), for the others: top-dose activation, usual class: activators;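 note: potency is the fitted concentration of half-maximal effect; 100% = response of the positive control SU9516; nearly all actives have a fitted effect of over 60% in size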
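Alpha7betagal+/- myoblasts (passage 13) were plated 16-24 hr, then exposed to compounds (1:260 dilution of DMSO stock) for 48 hours at 37C. After MPER lysis, β-galactosidase reporter activity was read as FDG fluorescence (ex 480/em 540) after 30 minutes.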
ASM inhibitor: Inhibitors of Secretory Acid Sphingomyelinase (S-ASM): qHTS | Sphingomyelin phosphodiesterase (Homo sapiens), P17405 | Potency, µM (top dose mostly 57.5 µM), for the others: at the top dose activity change, negative = inhibition, most hits filed as inhibitors | placental ASM, HMU-PC fluorogenic substrate, 60 min | AID 504937, 2011 | 340,000 compounds, 0.006% hits; note: potency is the fitted concentration of half-maximal effect
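qHTS format. ASM enzyme prepared from human placenta hydrolyses the fluorogenic substrate HMU-PC0 (9 uM final) over 60 min at 37 °C after a 10 min compound preincubation.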
Mito fusion yeast: qHTS Assay for Small Molecule Inhibitors of Mitochondrial Division or Activators of Mitochondrial Fusion; Potency, µM (top dose mostly 46.1 µM), inactives show at the highest dose growth rescue (activation), actives largely listed as activators; 320,000 compounds, 0.23% hits; S. cerevisiae fusion-defective mutant growth rescue, CellTiterGlo 48 h;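 note: potency is the fitted concentration of half-maximal effect; % of control where 0% means no effect; nearly all actives have a fitted effect of over 45% in size; temperature-sensitive fusion mutants such as fzo1-1 at 37 °C on non-fermentable ethanol glycerol medium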
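Read-out: ATP-based luminescence (CellTiterGlo, 10 min ambient) reporting growth of fusion-defective ts yeast after 48 hours at 37C on glycerol/ethanol YPEG medium in the presence of compound.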
Eya2 phos inh: qHTS Assay for Inhibitors of the Phosphatase Activity of Eya2. Potency, µM (doses to about 76.9 µM), for inactives: top-dose activity, negative = inhibition, hits mostly inhibitors. 330,000 compounds, 0.006% hits. Protein phosphatase EYA2 (Homo sapiens), O00167. recombinant Eya2, OMFP fluorescence dephosphorylation (OMFP is methylfluorescein phosphate); note: potency is the fitted concentration of half-maximal effect; % is set by controls: 0 for no effect and ±100 for the full control effect
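Eya2 (0.2 uM) preincubated 10 min at ambient with compound, then OMFP substrate added at 50 uM; 10 min reaction in 50 mM HEPES pH 7.5, 50 mM NaCl, 5 uM MgCl2, 0.05% BSA, 1 mM DTT. Fluorescence read at Ex 485/Em 525 nm.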
BCR signal inh: qHTS Assay to Find Inhibitors of Chronic Active B-Cell Receptor Signaling; ABC-DLBCL IkBa-CBG/CBR reporter, luminescence ratio, 4 h; Potency, µM (doses to about 46.1 µM), for the others: at the top dose ratio change, negative = lower green/red ratio, actives largely listed as inhibitors; 340,000 compounds, 0.05% hits; AID 493014, 2011; active = well fitted inhibition curve with a large enough effect in the signal ratio, with a control signal flat, not every such curve was filed as active; inconclusive = small, poorly fitted or top-dose-only effect, or effect the other way, or a change in a side signal; the % refers to the signal ratio;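 note: potency is the fitted concentration of half-maximal effect; plate controls were basal doxycycline-induced cells for no effect and cells given 10 µM MG132 for full effect; MG132 reads +100%, hits lower the ratio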
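Cell line TMD8 (human ABC DLBCL), stably expressing tet-inducible CBG68-IkBa fusion and CBR; IMDM/0.5% FBS; cpd up to 46 uM; dox induction, 4 h, 37C/5% CO2; dual luminescence; green/red ratio; MG132 control.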
TSG101-PTAP inh: qHTS Assay for Iinhibitors of HIV-1 Budding by Blocking the Interaction of PTAP/TSG101 | Tumor susceptibility gene 101 protein (Homo sapiens), Q99816 | Fluorescence polarization, FITC-PTAP peptide / Tsg101 binding | Potency, µM (top dose mostly 115 µM), for inactives: at the highest dose activity change, negative = inhibition, most hits filed as inhibitors | 340,000 tested, under 10 active | AID 493005, 2010; active = well fitted inhibition curve with a large enough effect in the main read-out, with a control signal flat, not every such curve was filed as active; inconclusive = small, poorly fitted or top-dose-only effect, or effect the other way, or a change in a side signal; inactive = no such curve, though single readings can be large or run the other way; note: potency is the fitted concentration of half-maximal effect; % of control where 0% means no effect
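Fluorescence polarization binding of Tsg101 binding domain (10 uM final) to FITC-labeled PTAP peptide (50 nM final) in HEPES pH 7.5 buffer with NaCl, Tween 20, EDTA, TCEP. Compounds added before peptide; binding 20 min at RT.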
ELG1 repair inh: qHTS screen for small molecules that inhibit ELG1-dependent DNA repair in human embryonic kidney (HEK293T) cells expressing luciferase-tagged ELG1. HEK293T ELG1-luciferase reporter, luminescence, 16 h; DNA damage induced by 5-fluorouridine. Potency, µM (highest dose often 46.1 µM), for the others: at the top dose activity change, negative = inhibition, most hits filed as inhibitors. 330,000 compounds, 2.3% hits. AID 504467, 2011; note: potency is the fitted concentration of half-maximal effect; % is set by controls: 0 for no effect and ±100 for the full control effect; nearly all actives have a fitted effect of over 55% in size
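Reporter activity after DNA damage by 5-fluorouridine is monitored. Compound-treated cells incubate 16 hr at 37 °C, then ONE-Glo is added for 30 min before luminescence reading.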
TCR act: Activators of T cell receptors: qHTS campaign; primary human leukocytes, anti-CD3, IL-2 HTRF, 48 h; Potency, µM (series often up to 9.22 µM), without a hit: at the top dose activation of IL-2 secretion, most hits filed as activators; 330,000 tested, under 10 active; AID 504894, 2011; note: % of control where 0% means no effect
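Human primary leukocytes + a-CD3 beads + cpd, 48 hr; IL-2 in supernatant by HTRF (ex 320nm / em 665nm). No co-stimulatory signal supplied.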
Tb PFK inh: qHTS Assay to Find Inhibitors of T. brucei phosphofructokinase; ATP-dependent 6-phosphofructokinase (Trypanosoma brucei brucei), O15648; T. brucei PFK, ADP-Glo luminescence; Potency, µM (highest dose often 57.5 µM), for the others: at the top dose activity, negative = inhibition, hits mostly inhibitors; 330,000 compounds, 0.17% hits;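 note: potency is the fitted concentration of half-maximal effect; 0% = uninhibited 1x PFK enzyme wells and -100% = no-enzyme wells; nearly all actives have a fitted effect of over 60% in size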
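In TEA buffer at pH 8.0 with 5 mM MgCl2, enzyme (1.25 nM) converted F6P (0.5 mM) and ATP (0.1 mM) for 45 min at room temperature. ADP product was read by luciferase luminescence.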
A-T KAP1 phos: qHTS Assay for Identifying a Potential Treatment of Ataxia-Telangiectasia. 320,000 compounds, 0.19% hits. Potency, µM (highest dose often 57.5 µM), for inactives: top-dose activation, usual class: activators. […] A-T fibroblasts, KAP-1 phosphorylation AlphaLISA; neocarzinostatin DNA damage 30 min before lysis. AID 485349, 2010; note: potency is the fitted concentration of half-maximal effect; % of control where 0% means no effect; nearly all actives have a fitted effect of over 45% in size
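ATM-like activity read as KAP-1 phosphorylation via AlphaLISA donor/acceptor antibody pairs after lysis and 6 hr at 25C. Cells were ATM-null patient fibroblasts ([…], hTERT), dosed 60 min, then exposed to the DSB inducer NCS for 30 min.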
TSHR antagonist: Antagonists of the Thyroid Stimulating Hormone Receptor: HTS campaign; AID 504810, 2011; Thyrotropin receptor (Homo sapiens), P16473; activity change, negative = inhibition, % at 11.5 µM; 330,000 compounds, 0.2% hits; TSHR-expressing cells, TSH-stimulated cAMP HTRF, 2 h; hits give low values;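 active = activity change below a set negative limit, meaning inhibition stronger than a set level, cut at about -70% in these data; inconclusive = activity change between two set negative limits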; note: % is set by controls: 0 for no effect and ±100 for the full control effect
Target sequence (P16473 whole entry, looked up): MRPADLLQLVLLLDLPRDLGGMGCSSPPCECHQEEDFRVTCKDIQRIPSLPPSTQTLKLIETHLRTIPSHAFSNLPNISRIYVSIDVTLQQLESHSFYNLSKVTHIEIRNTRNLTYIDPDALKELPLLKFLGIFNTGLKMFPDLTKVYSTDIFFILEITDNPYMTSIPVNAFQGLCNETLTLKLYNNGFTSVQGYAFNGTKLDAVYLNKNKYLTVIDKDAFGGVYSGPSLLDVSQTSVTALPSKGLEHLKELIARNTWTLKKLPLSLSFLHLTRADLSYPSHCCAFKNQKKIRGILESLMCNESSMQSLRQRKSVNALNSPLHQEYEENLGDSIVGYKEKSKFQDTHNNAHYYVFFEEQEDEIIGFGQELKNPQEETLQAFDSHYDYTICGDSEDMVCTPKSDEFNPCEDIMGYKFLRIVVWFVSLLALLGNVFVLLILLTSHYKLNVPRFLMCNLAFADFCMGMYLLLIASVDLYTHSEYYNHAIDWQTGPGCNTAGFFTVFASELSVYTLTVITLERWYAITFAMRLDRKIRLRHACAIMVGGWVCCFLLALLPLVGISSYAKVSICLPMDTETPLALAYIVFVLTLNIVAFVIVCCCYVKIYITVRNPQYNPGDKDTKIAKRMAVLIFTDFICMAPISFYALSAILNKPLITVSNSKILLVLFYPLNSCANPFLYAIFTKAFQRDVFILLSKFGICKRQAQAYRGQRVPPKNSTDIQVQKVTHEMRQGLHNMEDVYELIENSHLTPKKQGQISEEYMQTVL
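Freshly harvested TSHR cells receive pin-tooled compound, then EC80 TSH at 4nM final. After 2 hours at 37 deg C, antibody in lysis buffer and cAMP-d2 are added; 30 minutes at ambient temperature precede the HTRF read.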
Active calls of the source: *; ? = inconclusive; / = no result given; [ ] = another dose, or the depositor's remark. Unless noted, calls come from the whole dose curve; as a rule, active = well fitted curve in the direction sought with a large enough effect; inconclusive = small, poorly fitted or top-dose-only effect, or another doubt; inactive = no such curve, though single readings can be large; an effect the other way counts as inactive or inconclusive. Outcome played no part in choosing rows. Share with any hit: about 3.2%.

SMILES	Integrin act MD	ASM inhibitor	Mito fusion yeast	Eya2 phos inh	BCR signal inh	TSG101-PTAP inh	ELG1 repair inh	TCR act	Tb PFK inh	A-T KAP1 phos	TSHR antagonist
CC(C)Cn1c(N)c(C(=O)COC(=O)CCc2nc3ccccc3s2)c(=O)n(C)c1=O	-41%	-4%	3%	5%	21%	-5%	-26%	-1%	2%	-4%	-32
CCOC(=O)CSc1nccc(N(C)C)c1C#N	1%	6%	1%	-8%	6%	-2%	2%	4%	-4%	5%	-1
COc1ccccc1CNc1cc(CSc2ccc(Cl)cc2)nc(C)n1	-1%	-1%	24%	-14%	?	-4%	?	-44%	1%	-1%	-32
CN(C)CCn1c2c(c(SCC(=O)NCc3ccccc3)nc1=O)CCC2	-2%	3%	0%	-5%	7%	0%	14%	6%	10%	1%	7
Cc1cc(C)n(-c2nc3ccccc3nc2N2CCN(S(=O)(=O)c3ccc4ccccc4c3)CC2)n1	-3%	177%[activator]	-2%	32%	-2%	-4%	0%	1%	-3%	/	-8
Cc1cccc(C(C)(C)C)c1OCCCCN1CCCC1	0%	0%	0%	0%	-16%	1%	?	-22%	-2%	/	13
CC(=O)c1cccc(NC(=O)CNC(=O)c2sc3ccccc3c2Cl)c1	-25%	-1%	2%	-5%	0%	-2%	16%	-8%	-4%	0%	-4
CC(=O)N(C1CC(C)C(C#N)(C#N)C1(C#N)C#N)N(C)C (stereo not drawn)	-63%[inhibitor]	8%	-2%	15%	?	-7%	-8%	-14%	0%	-1%	1
CCOc1ccc(C(=O)CC(C(=O)O)N2CCCCC2)cc1 (stereo not drawn)	-69%[inhibitor]	3%	1%	-13%	?	0%	-28%	-3%	28%	11%	1
CN(C(=O)c1cccc(Nc2ccc(-c3ccc4c(c3)OCCO4)nn2)c1)C1CCCCC1	-33%	-14%	?	-22%	?	-3%	?	7%[46.1 µM]	0%	-5%	-1
CCC(C)NS(=O)(=O)c1ccc(NS(=O)(=O)c2ccc(F)cc2)cc1 (stereo not drawn)	7%	-1%	4%	-20%	13%	0%	-12%	-3%	3%	-2%	5
Cc1ccc2[nH]cc(CCNC(=O)C3CCCO3)c2c1 (stereo not drawn)	-59%[inhibitor]	9%	-2%	0%	6%	1%	-9%	-3%	2%	2%	0
Cc1ccc2c(c1)[nH]c1c(=O)n(CCN3CCNCC3)cnc12	10%	-1%	0%	-1%	-1%	-3%	6%	-2%	1%	-1%	1
CCO/C=C1/C(=O)N(C)C(=O)c2cc(OC)ccc21	4%	65%[activator]	-2%	3%	?	2%	0%	-1%	-1%	2%	-5
Cn1c(=O)c2c(=O)cc(NNC(=O)C(C)(C)C)[nH]c2n(C)c1=O	2%	0%	-10%	10%	12%	0%	-1%	-3%	0%	7%	-7
COCc1c(C(=O)N/N=C\c2ccccn2)nnn1-c1nonc1N	-7%	5%	2%	-8%	-2%	1%	-1%	4%	3%	3%	1
COc1ccc(N(C(=O)Cc2cccs2)C(C(=O)NC2CCCC2)c2ccncc2)cc1OC (stereo not drawn)	28%	4%	0%	-16%	-16%	1%	5%	3%	3%	7%	-7
O=C1c2ccccc2C(=O)N1CCSc1ccccc1	15%	-3%	4%	-5%	?	-8%	?	2%	-3%	/	-12
Cc1ccc(C(=O)C(C)OC(=O)c2nc(Cl)ccc2Cl)cc1 (stereo not drawn)	?	0%	4%	10%	2%	-8%	1%	-2%	3%	-11%	-1
Cc1ccccc1-c1nn(-c2ccc(F)cc2F)cc1CNCCN(C)C	-10%	1%	-15%	6%	?	-1%	10%	-2%	-4%	3%	-7
CC(C)c1nnc(NC(=O)CCC(=O)N2CCN(c3ccc(Cl)cc3)CC2)s1	?	-2%	-1%	1%	-9%	-12%	-2%	-5%	-10%	-1%	8
O=C1CNC(=S)N1Cc1cccc(Cl)c1	4%	4%	3%	7%	-1%	-3%	12%	1%	-17%	41%	31
C#CCOCCOCCOCCNc1nc(N2CCN(C(=O)C([C@@H](C)O)n3cc([C@@H](N)CCCCN)nn3)CC2)nc(N2CCN(C(=O)[C@H](CCCCN)n3cc(CN)nn3)CC2)n1 (stereo partly drawn)	11%	5%	/	-29%	2%	0%	?	1%	2%	-7%	5
CC(C)CN1CC(COCc2ccccc2)Oc2ccccc2S1(=O)=O (stereo not drawn)	1%	0%	/	-4%	-1%	-1%	?	-3%[46.1 µM]	-2%	7%	2
CCCCN(CCO)c1ncnc2sc(-c3ccccc3)cc12	?	-11%	?	2%	-2%	-5%	-29%	-2%	-2%	?	-8
NC(=O)c1ccc(NC(=O)COC(=O)c2ccc3ccccc3n2)cc1	-4%	0%	/	2%	-1%	-6%	?	-2%	0%	-4%	-7
N#Cc1cnc(Oc2ccc(Cl)cc2)nc1N	25%	-2%	2%	1%	5%	-2%	?	4%	0%	-1%	13
COCc1nc2ccccc2n1CCOc1ccccc1OC	5%	4%	-8%	6%	-1%	-4%	0%	4%	-1%	-6%	-1
Cc1nc2c3cc(F)ccc3n(Cc3ccccc3)c2s1	-19%	-3%	-3%	2%	?	-1%	?	2%[46.1 µM]	-5%	10%	5
CCCCCC/C(C)=C1/SC(=S)NC1=O	26%	-13%	1%	-9%	?	1%	-2%	-1%	-2%	0%	-85*
COc1cccc(CNn2cnnc2)c1OCc1ccc(F)cc1	-7%	4%	1%	-11%	-3%	-1%	8%	-2%	-6%	-3%	-3
CCCOc1cc(CC(=O)NCc2ccco2)ccc1OC	0%	0%	-8%	5%	-1%	-2%	27%	0%	?	-6%	7
COCCN(C(=O)c1ccc(-c2ccc(Cl)cc2)o1)c1c(N)n(Cc2ccccc2)c(=O)[nH]c1=O	0%	12%	-1%	-28%	9%	-2%	1%	5%	-14%	12%	16
CCOC(=O)c1ccc(N=C2SC(C(=O)Nc3ccc(C(=O)O)cc3)CC(=O)N2Cc2cccs2)cc1 (stereo not drawn)	-29%	-4%	-9%	0%	?	-9%	-15%	1%	0%	-4%	-20
CC(C)c1cc(NC(=O)CSc2nnc(-c3ccccc3F)n2C)on1	-29%	3%	-5%	3%	0%	-2%	2%	-3%	-1%	2%	0
CCOC(=O)CC(NC(=O)CCc1c(C)nc2ncnn2c1C)c1ccc(C)cc1 (stereo not drawn)	33%	-1%	1%	-1%	-12%	-2%	14%	2%	-2%	-2%	18
CCNC(=O)n1cc(-n2cncn2)c(-c2ccccc2)n1	1%	-1%	-4%	6%	11%	-3%	4%	-2%	-20%	2%	10
Nn1c(SCC(=O)NCC2CCCO2)nnc1-c1ccc(OC(F)F)cc1 (stereo not drawn)	-5%	5%	-2%	-5%	-12%	-6%	?	-7%	-2%	3%	10
NC(=O)CSc1nnc(-c2ccc(S(=O)(=O)N3CCCC3)cc2)o1	-9%	0%	-1%	-3%	-5%	-1%	1%	4%[46.1 µM]	-1%	/	-9
